Assay outcomes: PubChem BioAssay, several laboratories
KCNQ2 inh – KCNQ2 potassium channel inhibitors, primary screen, cell-based, CHO-K1, FluxOR thallium flux, B-score (AID 2156) | O88943 | 20 min; hits give low values | B-score at 10 µM | hit rate 1.1% among 310,000;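 active = fluorescence ratio B-score at most minus 3 library SDs, with starting brightness B-score within 2 library SDs, cut at about -5.5 in these data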
Target sequence (O88943 whole entry, looked up): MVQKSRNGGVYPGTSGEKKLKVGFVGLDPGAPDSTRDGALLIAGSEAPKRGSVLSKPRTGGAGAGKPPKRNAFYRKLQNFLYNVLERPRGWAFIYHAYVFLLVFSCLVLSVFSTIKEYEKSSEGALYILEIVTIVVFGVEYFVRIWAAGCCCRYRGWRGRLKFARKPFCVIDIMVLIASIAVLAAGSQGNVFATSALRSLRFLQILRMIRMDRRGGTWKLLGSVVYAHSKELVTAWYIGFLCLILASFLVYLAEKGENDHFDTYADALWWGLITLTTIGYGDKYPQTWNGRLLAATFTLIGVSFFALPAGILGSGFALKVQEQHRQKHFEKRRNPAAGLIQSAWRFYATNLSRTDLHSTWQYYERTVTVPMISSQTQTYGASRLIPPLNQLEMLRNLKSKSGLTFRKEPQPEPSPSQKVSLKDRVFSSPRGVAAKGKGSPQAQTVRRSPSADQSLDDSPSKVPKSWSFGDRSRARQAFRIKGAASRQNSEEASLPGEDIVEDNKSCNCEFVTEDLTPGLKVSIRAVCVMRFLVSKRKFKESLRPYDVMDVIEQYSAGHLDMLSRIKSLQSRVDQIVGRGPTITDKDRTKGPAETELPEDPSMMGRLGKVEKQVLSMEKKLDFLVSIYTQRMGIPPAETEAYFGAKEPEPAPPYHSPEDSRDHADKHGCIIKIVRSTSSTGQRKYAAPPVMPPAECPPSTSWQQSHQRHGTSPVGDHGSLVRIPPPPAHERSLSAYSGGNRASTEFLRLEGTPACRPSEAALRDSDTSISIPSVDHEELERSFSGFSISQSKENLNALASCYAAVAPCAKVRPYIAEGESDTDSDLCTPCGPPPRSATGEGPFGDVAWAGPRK
Kir21 inh – inhibitors of mouse Kir2.1 inward-rectifier potassium channel; P35561; HEK293-Kir2.1, FluxOR thallium flux fluorescence; hits give low values; B-score at 10 µM; hit rate 0.85% among 310,000;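 active = fluorescence ratio B-score at or below minus 3 SD of library scores, with starting-brightness B-score within 2 SD, cut at about -4.2 in these data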;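 also: channel flux triggered by added potassium and thallium sulfate stimulus; B-score of peak minus minimum fluorescence over baseline after thallium stimulus; more negative B-score means stronger Kir2.1 block with less thallium influx; some compounds called inactive have numbers as strong as hits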
STK33 kinase inh – blocks human STK33 kinase activity; purified STK33, MBP phosphorylation, ADP-Glo luminescence; inhibition, % at 10 µM; hit rate 0.073% among 320,000;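 active = inhibition at or above 25%, using the most active replicate where run in duplicate; inactive = inhibition below 25%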
Active calls of the source: *; i = inactive; · = not tested or not shown; & = joins results of further samples.

Compound | KCNQ2 inh | Kir21 inh | STK33 kinase inh
NC(=O)c1cccnc1OCC(F)(F)F | i | -0.65 | -1.7
O=C(CCCC(=O)c1ccccc1)NCc1ccccc1 | i | 0.82 | 0.3
O=C(c1ccccc1F)N(Cc1ccccc1)C1CCS(=O)(=O)C1 (stereo not given) | i | -0.07 | -0.7
Cc1ccccc1C(=O)Nc1ccnn1C1CCN(Cc2cccnc2)CC1 | i | 0.32 | -0.8
C[C@]12C=CC(=O)C=C1CC[C@@H]1[C@@H]2C(=O)C[C@@]2(C)[C@H]1CC[C@]2(O)C(=O)CO | i | -0.34 | -1.3&-0.2
COC(=O)CSc1nnc(CNC(=O)c2ccc(OC)c(OC)c2)n1C | i | 0.49 | -1.9
Cc1cc(=O)oc(C)c1C(=O)NCc1ccc(F)cc1 | i | 1.6 | 0.3
CCC(C)(C)NC(=O)Cn1c(-c2ccc(C)cc2)noc1=O | i | 0.04 | -2.2
Cc1cc(OCc2cc3c(cc2Cl)OCO3)c2c(C)cc(=O)oc2c1 | i | 0.55 | -1.8
CCOc1cc2c(cc1C=O)OC(C)C2 (stereo not given) | i | -0.19 | 1.9
Cc1sc2ncnc(SCC(=O)NC(C)(C)C)c2c1C | i | -0.68 | 0.0
CSc1ncccc1C(=O)OCC(=O)NC(=O)NCCC(C)C | i | -0.28 | -0.2
Cc1cccc(Cn2c(C(=O)OC(C)C)cc3c2ccn3C)c1 | i | -0.39 | -0.1
NC(=O)c1ccccc1NCC(=O)c1ccc(F)cc1 | i | -0.04 | 0.1
Cc1ccn(CCC(=O)Nc2ccc3c(c2)OCO3)n1 | i | -0.92 | -2.4
O=C(COc1ccc(Br)cc1)c1ccc2c(c1)CCCC2 | i | 0.65 | 3.5
O=C(Nc1ccccc1)N1CCN(c2ccc(F)cc2)CC1 | i | 2.1 | -1.3
COCc1ccc(C(=O)N(C)CC2CCCN(CCc3ccc(OC)cc3)C2)o1 (stereo not given) | i | 0.27 | -2.2
Cc1cccc(NC(=O)c2cc(N3CCOCC3)nc3ccccc23)c1 | i | -0.44 | -2.0
COc1cc(C)c(CN2CCN(C(C)C(=O)NC(C)c3ccccc3)CC2)cc1OC (stereo not given) | i | 0.55 | -2.5
COc1ccc2cc(-c3ccccc3)ncc2c1 | i | 2 | -0.4
O=[N+]([O-])c1ccc2nc(NS(=O)(=O)c3ccc(F)cc3)sc2c1 | i | 0.73 | -0.2
Cc1ccc([N+](=O)[O-])cc1-c1ccc(/C=N\n2nnnc2N)o1 | i | 0.49 | -0.6
COC(=O)c1ccc(NC(=O)C(=O)NCC2CCCO2)cc1 (stereo not given) | i | 1.4 | -1.7
O=C(Nc1ccc2c(c1)OCCO2)c1ccc(Cl)cc1Cl | i | -0.63 | 0.4
CS(=O)(=O)N(CC(=O)NCc1ccccn1)Cc1ccc(Cl)cc1 | i | -0.2 | 0.2
Cn1nc(C(F)(F)F)cc1C(=O)NC1CCCCCC1 | i | 0.83 | -2.6
O=C(COC(=O)c1ccc(O)cc1)Nc1ccc(Cl)cc1 | i | -0.01 | -0.3
CC(=O)c1cc2c(cc1NC(=O)c1ccc(Cl)cc1)OCCO2 | i | 0.3 | -0.8
Cc1nn(Cc2ccccc2)c2c1C(c1cccc(Cl)c1)C(C#N)=C(N)O2 (stereo not given) | i | -0.03 | 2.2

Looked up by compound from the list above:
Compound | KCNQ2 inh | Kir21 inh | STK33 kinase inh
COC(=O)c1ccc(NC(=O)C(=O)NCC2CCCO2)cc1 (stereo not given) | i | 1.4 | -1.7
COc1ccc2cc(-c3ccccc3)ncc2c1 | i | 2 | -0.4
Cc1ccc([N+](=O)[O-])cc1-c1ccc(/C=N\n2nnnc2N)o1 | i | 0.49 | -0.6

Remaining list, next part.
Compound | KCNQ2 inh | Kir21 inh | STK33 kinase inh
Cc1ccc(NC(=O)c2ccc(S(=O)(=O)N3CCOCC3)cc2)c(C)c1 | i | 1.3 | -1.2
O=C1OC(CCl)CN1Cc1c(Cl)cccc1Cl (stereo not given) | i | -0.02 | -2.2
c1ccc(-c2noc(-c3cccs3)n2)nc1 | i | 0.38 | -1.7
O=C(Nc1cccc(C(F)(F)F)c1)c1cc(-c2ccc(F)cc2)on1 | i | 0.05 | -1.1
COc1ccc(OCC(O)Cn2c(=N)n(Cc3ccccc3)c3ccccc32)cc1 (stereo not given) | i | -7.3* | 0.4
O=C(CSc1nc2ccccc2s1)NCCOc1ccc(Cl)cc1 | i | -0.87 | -0.2
CC1CN(C(NC(=O)C(C)(C)C)C(Cl)(Cl)Cl)CC(C)O1 (stereo not given) | i | 0.57 | -2.0
Cc1ccc(N2C(=O)c3ccc(C(=O)N4CCOCC4)cc3C2=O)cc1C | i | 1.4 | 0.0
O=C(Nc1cc(S(=O)(=O)N2CCOCC2)ccc1O)c1ccc(NS(=O)(=O)c2ccc(Cl)s2)cc1 | i | 0.74 | -1.0
Cc1cnc(C(=O)OCC(=O)NC(C)CCc2ccccc2)cn1 (stereo not given) | i | -1.2 | -1.5
CCOc1ncccc1C(=O)NCCc1ccc(S(N)(=O)=O)cc1 | i | -0.48 | -0.2
CC(C)CCC(=O)N1CCOC1=O | i | 0.12 | -0.1
COc1ccc(S(=O)(=O)N2CCCC(C(=O)NCc3ccccn3)C2)cc1 (stereo not given) | i | -0.07 | 0.3
CCN(CC)CCCNC(=O)C(C)Sc1nc(-c2ccccc2)cc(C(F)(F)F)n1 (stereo not given) | i | -0.4 | -0.4
CC(OC(=O)CN1C(=O)c2ccccc2C1=O)C(=O)NCc1ccccc1 (stereo not given) | i | -0.28 | -1.0
CC(=O)C1=C(C)N(Cc2ccco2)C(=O)C1(NC(=O)C1CCCCC1)C(F)(F)F (stereo not given) | i | -1.4 | -1.1
COC(=O)c1c(NC(=O)CN2CCCC(C)C2)c2c(C)cccc2n1C (stereo not given) | i | 0.49 | -0.9
COc1ccc(CN2CCSCC2)c(C)c1C | i | 3.1 | -1.4
CC(C)(C)C1CCC(OC(=O)CN2CCCCC2)CC1 (stereo not given) | i | 1.1 | -1.4
CCN(Cc1ccccc1)C(c1cccs1)c1nnnn1C1CCCCC1 (stereo not given) | -10* | 0.9 | -1.5
Cc1c(Cl)cccc1NC(=O)C(=O)NNS(=O)(=O)c1ccc(F)cc1 | i | 0.59 | -0.3
Cc1cc([N+](=O)[O-])cnc1NC(C)c1ccccc1 (stereo not given) | i | -0.34 | -0.5
CC1=CC(C)(C)N(C)C(=O)N1c1ccc(Cl)cc1 | i | 1.9 | 0.8
CC1(c2nnc(Cc3ccccc3)o2)CC(c2ccc([N+](=O)[O-])cc2)=NO1 (stereo not given) | i | -1 | -1.0
COC(=O)c1[nH]c2cc(OC)c(OC)cc2c1NC(=O)Oc1ccccc1 | i | -0.95 | -0.4
COc1cccc(NC(=O)c2sc3nc4n(c(=O)c3c2C)CCC4)c1 | i | 1.3 | 2.0
COc1nc(-c2ccccc2Cl)ccc1C#N | i | 1.2 | -0.3
CCOC(=O)COc1nc(C)c(Br)c(OC)n1 | i | -2.5 | 0.4
Cc1cc2cc(CN(Cc3ccc4c(c3)OCO4)C(=O)c3ccco3)c(=O)[nH]c2cc1C | i | 0.98 | 0.3
COc1ccc(NC(=O)Nc2ccc(C(=O)N3CCOCC3)cc2)cc1OC | i | -0.01 | -0.4
O=C(O)Cc1ccc(NC(=S)Nc2cccc(Cl)c2Cl)cc1 | i | -0.3 | -2.1
Cc1c(NC(=O)/C=C/C(=O)O)cccc1[N+](=O)[O-] | i | 0.48 | -1.4
Cc1ccc(S(=O)(=O)CCSc2n[nH]c(=O)n2-c2ccccc2)cc1 | i | -0.21 | 0.1
COc1cc2c(cc1OC)-c1nnnn1C(C)(C)C2 | i | 1.4 | 0.4
CCOc1cc2[nH]c(=S)n(Cc3ccc(C(=O)N4CCN(C)CC4)cc3)c(=O)c2cc1OCC | i | -1.9 | -1.3
CCCNc1nc(C)cc(-c2cc(-c3ccc(Cl)cc3)on2)n1 | i | -0.92 | -0.1
CN(N)c1ccc2c(C(F)(F)F)cc(C(F)(F)F)nc2n1 | i | -0.78 | -1.3
CC1(C)Cc2cccc(OCC(=O)N3CCN(S(=O)(=O)c4ccccc4)CC3)c2O1 | i | -0.58 | 0.5
CSc1nc2n(n1)C(c1cccc(F)c1)C(C(=O)Nc1ccc(C)cc1C)=C(C)N2 (stereo not given) | i | -1.4 | 1.0
N#CC1=C(N)NC(SCC(=O)c2ccc(Cl)cc2)=C(C#N)C12CCCC2 | i | -1.6 | -1.6
C=C1CCN([C@@H](Cc2ccccc2)C(=O)NCc2ccc(Cl)c(Cl)c2)S(=O)(=O)c2ccccc21 | -6.2* | 0.04 | -1.4
COC(=O)c1sccc1N/N=C/c1cccc(Oc2ccccc2)c1 | i | 0.97 | -0.3
CCCN(CCC)c1nc(N)c(C#N)c(CC#N)c1C#N | i | 0.16 | 0.7
COc1ccc(Cl)cc1S(=O)(=O)N1CCN=C1c1ccccc1 | i | -2.1 | -1.1
CCOc1ccc(/C(C)=N/NC(=O)c2nnn(-c3nonc3N)c2-c2cccs2)cc1 | i | -0.24 | -1.9
CCOc1ccc(C2c3c(oc4ccccc4c3=O)C(=O)N2CCCN2CCOCC2)cc1 (stereo not given) | i | 0.2 | -3.3
CN(C)CCNc1nc2sc3c(c2c(=O)n1Cc1ccccc1)CCCCC3 | i | 0.35 | ·
COCCN1C(=O)C(=O)/C(=C(/O)c2ccc(OC(C)C)cc2)C1c1cccnc1 (stereo not given) | i | -0.09 | -1.8
CCCn1nc(C(=O)OCC(=O)Nc2cccc(OC)c2)c2ccccc2c1=O | i | 0.55 | -0.1
CC(C)(C)OC(=O)N1CCC(C(=O)N[C@H](C(=O)O)c2ccccc2)(c2ccccc2)CC1 | i | 0.76 | -1.5

Next structures follow:
Compound | KCNQ2 inh | Kir21 inh | STK33 kinase inh
COc1ccccc1C1CC(=O)NC(C)=C1C(=O)OCC1CCCO1 (stereo not given) | i | 1.5 | -0.7
COc1ccc(CCN(C)C(=O)CSc2nnnn2C)cc1OC | i | 0.03 | ·
O=C(CC1Nc2ccccc2NC1=O)Nc1ccccc1NC(=O)CC1Nc2ccccc2NC1=O (stereo not given) | i | 0.32 | 0.3
Cc1ccc(NC(=O)CSc2nnc(-c3ccncc3)n2C)cc1C | i | -0.24 | 0.6
COc1ccccc1OCCNC(=O)C1CC(=O)N(Cc2ccc(C)cc2)C1 (stereo not given) | i | 1.3 | ·
CC(=O)NCCNC(=O)CCNC(=O)c1ccc(Cl)cc1 | i | -0.88 | 0.2
CCN(CC)CCCNC(=O)CCC(=O)Nc1ccc2nc(N3CCC(C)CC3)cc(C)c2c1 | i | 0.33 | -0.1
CSCCC(NC(N)=O)C(=O)Nc1ccc(F)c(Cl)c1 (stereo not given) | i | -0.28 | 0.9

Molecules above with fluorine, in the order listed:
Compound | KCNQ2 inh | Kir21 inh | STK33 kinase inh
NC(=O)c1cccnc1OCC(F)(F)F | i | -0.65 | -1.7
O=C(c1ccccc1F)N(Cc1ccccc1)C1CCS(=O)(=O)C1 (stereo not given) | i | -0.07 | -0.7
Cc1cc(=O)oc(C)c1C(=O)NCc1ccc(F)cc1 | i | 1.6 | 0.3
NC(=O)c1ccccc1NCC(=O)c1ccc(F)cc1 | i | -0.04 | 0.1
O=C(Nc1ccccc1)N1CCN(c2ccc(F)cc2)CC1 | i | 2.1 | -1.3
O=[N+]([O-])c1ccc2nc(NS(=O)(=O)c3ccc(F)cc3)sc2c1 | i | 0.73 | -0.2
Cn1nc(C(F)(F)F)cc1C(=O)NC1CCCCCC1 | i | 0.83 | -2.6
O=C(Nc1cccc(C(F)(F)F)c1)c1cc(-c2ccc(F)cc2)on1 | i | 0.05 | -1.1
CCN(CC)CCCNC(=O)C(C)Sc1nc(-c2ccccc2)cc(C(F)(F)F)n1 (stereo not given) | i | -0.4 | -0.4
CC(=O)C1=C(C)N(Cc2ccco2)C(=O)C1(NC(=O)C1CCCCC1)C(F)(F)F (stereo not given) | i | -1.4 | -1.1
Cc1c(Cl)cccc1NC(=O)C(=O)NNS(=O)(=O)c1ccc(F)cc1 | i | 0.59 | -0.3
CN(N)c1ccc2c(C(F)(F)F)cc(C(F)(F)F)nc2n1 | i | -0.78 | -1.3
CSc1nc2n(n1)C(c1cccc(F)c1)C(C(=O)Nc1ccc(C)cc1C)=C(C)N2 (stereo not given) | i | -1.4 | 1.0
CSCCC(NC(N)=O)C(=O)Nc1ccc(F)c(Cl)c1 (stereo not given) | i | -0.28 | 0.9
